Source: PubChem
KCNQ1 inh: human KCNQ1 channel inhibition; P51787; CHO-K1 KCNQ1, FluxOR thallium flux fluorescence; stronger effect = higher value; B-score at 10 µM; 310,000 tested, 1.3% active;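 active = compounds whose thallium flux B-score, printed positive for inhibition, exceeds three library SD while starting fluorescence stays within three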;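 also: channel opened by potassium depolarization with thallium stimulus after 20 min compound exposure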
GSK3beta inhib: inhibitors of human GSK3beta kinase; AID 2097; activity score (negative = inhibition), % at 10 µM; 300,000 tested, 0.038% active; P49841; GST-GSK3beta kinase, ADP-Glo luminescence, 60 min; stronger effect = lower value;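 active = more than half of replicate wells score below -50%, meaning over 50% inhibition versus plate controls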;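 also: 0% = median DMSO wells and -100% = median GW8510 positive control wells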
Target sequence (P49841 whole entry, looked up): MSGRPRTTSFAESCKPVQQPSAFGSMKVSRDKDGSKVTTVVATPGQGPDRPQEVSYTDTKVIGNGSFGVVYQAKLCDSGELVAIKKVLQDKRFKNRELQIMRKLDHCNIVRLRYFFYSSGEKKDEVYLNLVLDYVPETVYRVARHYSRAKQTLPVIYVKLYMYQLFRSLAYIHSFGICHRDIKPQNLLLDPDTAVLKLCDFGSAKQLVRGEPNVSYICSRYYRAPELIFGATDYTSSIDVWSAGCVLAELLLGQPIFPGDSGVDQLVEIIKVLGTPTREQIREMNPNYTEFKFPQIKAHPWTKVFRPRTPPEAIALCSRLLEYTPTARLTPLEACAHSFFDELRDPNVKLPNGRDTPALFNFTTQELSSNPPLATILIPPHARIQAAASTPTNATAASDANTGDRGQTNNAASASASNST
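Assay system: GST-fused GSK3beta enzyme, cell-free / Medium: Tris pH 7.5 buffer with MgCl2, DTT, BSA, heparin / Also added: peptide substrate plus 25 µM ATP (final) / Compound: 10 µM single point / Timing: kinase reaction with compound 60 min at room temperature / Detection: ADP-Glo luminescence / Benchmarks: DMSO neutral wells and GW8510 at 20 µM as positive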
Dyrk1A ADPGlo: Dyrk1A (rat) kinase inhibition; Q63470; ADP-Glo luminescence, NFATc1 peptide; inhibition, % at 12.5 µM; 310,000 tested, 0.43% active; in the data active = inhibition above about 50%;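 also: plate controls were vehicle with enzyme for no effect and no enzyme for full effect; many of its hits are not listed in these tables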
KCNQ1 act: potentiators or activators of human KCNQ1 potassium channel. P51787. CHO-K1 KCNQ1, thallium flux FluxOR fluorescence; stronger effect = higher value. B-score at 10 µM. 310,000 tested, 0.35% active;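 active = fluorescence ratio B-score, a plate-corrected score, at least three library SD, with initial intensity B-score within 5 SD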
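Material: CHO-K1 cells stably expressing KCNQ1. Medium: assay buffer for compound exposure, DMSO matched across wells. Reagent: K+/Tl+ depolarizing stimulus. Compound dosing: single-concentration screen. Times: 37 °C overnight plating, 90-min dark dye load, 20-min compound pretreatment. Technique: FluxOR Tl+ flux fluorescence.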
hERG rescue: compounds protecting human hERG from proarrhythmic drug block; Q12809; CHO-hERG, FluxOR thallium flux, dofetilide IC70 present; activation (rescue from dofetilide block), less the hit threshold, % at 10 µM; 310,000 tested, 0.51% active;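 active = activation above the mean of controls blocked by dofetilide plus 5 SD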;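 also: thallium influx through hERG after potassium depolarization seen as dye fluorescence rise; in these data hits start at about 4.7%; inactives centre near -7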
GSK3A inh: inhibitors of human GSK-3 alpha kinase; inhibition, % at 10 µM; ADP-Glo luminescence, 60 min; AID 2650; 320,000 tested, 0.1% active;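 in the data active = inhibition above about 50%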;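 also: GST-tagged GSK-3 alpha with peptide substrate and 25 µM ATP; 0% = DMSO neutral wells and 100% = GW8510 positive control wells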
RGS4 pot: RGS4 potentiation or activation. 310,000 tested, 0.92% active. HEK293 M3R/inducible RGS4, carbachol calcium flux Fluo4; stronger effect = lower value. B-score at 10 µM;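 active = B-score of the integrated calcium signal more than 4 SD below the library mean, with starting fluorescence not abnormally high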;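 also: negative B-score means reduced calcium response which marks RGS4 activation or potentiation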
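Assay system: Inducible-RGS4 HEK293 cells carrying M3 receptor | Schedule: Compound preincubation 20 min at room temperature before agonist | Signal: Kinetic calcium fluorescence imaging with Fluo4-AM dye, 2 µM | Read-out basis: B score from integrated fluorescence ratio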
KCNK3 inh: human KCNK3 channel inhibition, primary screen; O14649; CHO-KCNK3 thallium flux, FluxOR fluorescence; stronger effect = lower value; B-score at 10 µM; 340,000 tested, 0.84% active; AID 602410;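 active = B-score under library mean minus 4 SD, starting fluorescence ratio at most library mean plus 5 SD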;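 also: more negative B-score means stronger inhibition of thallium flux through KCNK3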
KCNK9 block: inhibitors of human KCNK9 two-pore domain potassium channel | Q9NPC2 | HEK293 KCNK9, FluxOR thallium flux fluorescence; stronger effect = lower value | B-score at 10 µM | 310,000 tested, 1.2% active | AID 488922;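 active = ratio B-score over 3 SD below the library mean, with starting fluorescence within 5 SD of its mean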;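 also: negative B-score means less thallium flux so channel inhibition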
Target sequence (Q9NPC2 whole entry, looked up, the tested form may be a part): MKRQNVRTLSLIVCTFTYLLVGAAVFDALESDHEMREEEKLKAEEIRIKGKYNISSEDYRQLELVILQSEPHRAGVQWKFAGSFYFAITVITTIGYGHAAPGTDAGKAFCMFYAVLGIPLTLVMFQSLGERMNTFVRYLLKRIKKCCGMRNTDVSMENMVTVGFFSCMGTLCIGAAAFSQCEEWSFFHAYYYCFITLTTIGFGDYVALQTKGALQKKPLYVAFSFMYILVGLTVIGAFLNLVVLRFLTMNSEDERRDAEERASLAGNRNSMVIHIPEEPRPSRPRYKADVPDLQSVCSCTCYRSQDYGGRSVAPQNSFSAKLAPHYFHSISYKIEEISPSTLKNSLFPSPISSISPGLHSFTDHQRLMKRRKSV
PolyA inhibitor: inhibitors of polyadenylation in S. cerevisiae; S. cerevisiae SKY197-pL101 polyadenylation reporter, beta-gal luminescence; efflux-impaired pdr1/pdr3 knockout yeast; score 100 = 6 SD above DMSO; calls only at 12 µM; 300,000 tested, 0.02% active;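 active = lowest replicate activity score at least 50, where 100 means six control SD above control mean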;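 also: yeast exposed to compound for 9 h at 30 °C; higher score means more reporter readthrough which indicates perturbed polyadenylation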
RGS4 inh: human RGS4 inhibition. P49798. HEK293 M3R/RGS4 inducible, Fluo-4 calcium flux; stronger effect = higher value; triggered by carbachol at its EC20. B-score at 10 µM. 310,000 tested, 0.45% active;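 active = B-score, a plate-corrected calcium signal, over three deviations above library mean, with baseline fluorescence within five deviations of library mean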;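 also: RGS4 expression induced by doxycycline in cells with stable M3 receptor; B-score is computed from the integrated fluorescence ratio over baseline after carbachol; higher B-score means a larger calcium signal and so more RGS4 inhibition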
Target sequence (P49798 whole entry, looked up): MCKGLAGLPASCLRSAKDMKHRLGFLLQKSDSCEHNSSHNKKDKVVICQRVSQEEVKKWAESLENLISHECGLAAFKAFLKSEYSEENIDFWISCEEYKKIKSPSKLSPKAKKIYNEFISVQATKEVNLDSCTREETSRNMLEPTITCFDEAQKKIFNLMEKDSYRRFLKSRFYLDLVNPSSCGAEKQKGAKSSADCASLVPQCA
Active calls of the source: *; i = inactive; · = no result given.

compound | KCNQ1 inh | GSK3beta inhib | Dyrk1A ADPGlo | KCNQ1 act | hERG rescue | GSK3A inh | RGS4 pot | KCNK3 inh | KCNK9 block | PolyA inhibitor | RGS4 inh
COCCn1c(N)c(N(Cc2ccccc2)C(=O)CN2C(=O)NC(C)(c3ccccc3)C2=O)c(=O)[nH]c1=O (configuration not stated) | i | -1 | -9 | i | -10 | 1 | i | i | i | i | i
COc1ccc(C(=O)NCCCOC(=O)c2ccc(OC)cc2)cc1 | i | 0 | 3 | i | -3 | 6 | i | i | i | i | i
Cc1ccc(C2CC2C(=O)NN)cc1 (configuration not stated) | i | 0 | -5 | i | -9 | -3 | i | i | i | i | i
Cc1nn(CCCC(=O)NCc2ccccc2)c(=O)c2nn(-c3ccccc3)c(C)c12 | i | 0 | 1 | i | -10 | -1 | i | i | i | i | i
CCN(CC)C(=S)Oc1ccc(Cl)cc1Cl | i | -3 | · | i | -12 | 1 | i | i | i | i | i
Cc1nc(SCC(=O)NCc2ccco2)c2c(C)c(C)sc2n1 | i | 2 | 1 | i | -13 | 1 | i | i | i | i | i
CSc1ccc(C(=S)N2CCCCCC2)cc1 | i | -3 | -2 | i | -11 | -3 | i | i | i | i | i
O=S(=O)(O/N=C1\CCCc2ccccc21)c1ccccc1 | i | 0 | 0 | i | -5 | 0 | i | i | i | i | i
Cc1nonc1C1CCCN1Cc1nc(-c2ccc(F)cc2F)oc1C (configuration not stated) | i | 1 | · | i | -8 | 2 | i | i | i | i | i
Cc1ccc(-c2csc3ncnc(OCC(=O)NC(=O)NCc4ccco4)c23)cc1 | i | 2 | 2 | i | 0 | 2 | i | i | i | i | i
Cc1ccc(C)c(-n2c(-c3ccc(Br)cc3)csc2=NC(=O)c2ccccc2F)c1 | i | -3 | -2 | i | -5 | 1 | i | i | -7.7* | i | i
COC(=O)C(C)Sc1nc2c(cnn2-c2ccccc2)c(=O)[nH]1 (configuration not stated) | i | 1 | 4 | i | -8 | -2 | i | i | i | i | i
Cc1nc2ccccc2n1C(=O)c1cc(-c2ccc(Br)cc2)nc2ccccc12 | i | -1 | 4 | i | -8 | -2 | i | i | i | i | i
COc1ccc(N(CC(=O)Nc2ccc3c(c2)OCCO3)S(=O)(=O)c2c(C)nn(C)c2C)cc1 | i | -1 | 56* | i | -9 | -5 | i | i | i | i | i
COc1ccc(C(=O)c2c(-c3ccc(OC)cc3)oc3ccc(-c4cc(OC)c(OC)c(OC)c4)cc23)cc1 | i | -2 | 2 | i | -9 | 7 | i | i | i | i | i
COc1ccc(OCc2cc(C(=O)NC(C)Cn3cncn3)no2)c(Cl)c1 (configuration not stated) | i | 7 | 2 | i | -7 | 10 | i | i | i | i | i
Cc1ccc(/C=[N+](/[O-])C2SC(=S)N(C)C2(C)C)cc1 (configuration not stated) | i | 1 | -2 | i | -10 | 0 | i | i | i | i | i
c1ccc(C2=NNC(c3ccco3)=Nc3ccccc32)cc1 | i | -2 | 0 | i | -16 | -2 | i | i | i | i | i
Cc1onc(-c2ccccc2)c1C(=O)NC(=S)NNC(=O)c1ccc(O)cc1 | i | -2 | 2 | i | -10 | 7 | i | i | i | i | i
CC1CCCCN1CC(O)COCc1ccccc1 (configuration not stated) | i | 8 | 1 | i | -8 | 0 | i | i | i | i | i
O=C(Nc1ccc(N2CCOCC2)c(Cl)c1)c1cccc(-n2cnnc2)c1 | i | 3 | 15 | i | -4 | -2 | i | i | i | i | i
O=S(=O)(c1ccccc1)N1CCC2(CC1)CO2 | i | -3 | -2 | i | -9 | 2 | i | i | i | i | i
Nc1cc(N)nc(SCc2ccccc2)n1 | i | 0 | -4 | i | -5 | 1 | i | i | i | i | i
CCc1nnc(NC(=O)CC23CC4CC(CC(Br)(C4)C2)C3)s1 | i | 0 | -8 | i | -4 | -2 | i | i | i | i | i
CCOC(=O)c1[nH]c2ccc(Br)cc2c1NC(=O)CCN1CCC(C(=O)OCC)CC1 | i | -1 | -4 | i | -16 | -2 | i | i | i | i | i
Cc1ccc(NC(=O)NCC2CCN(Cc3cccc(Cl)c3)CC2)cc1Cl | i | 1 | 2 | i | -22 | -3 | i | i | i | i | i
COc1ccccc1NC(=O)Nn1cnnc1 | i | 2 | 9 | i | 0 | · | i | i | i | i | i
CCOC(=O)c1sc(NC(=O)CSc2nc3c(c(-c4ccc(OC)cc4)c2C#N)CCCC3)c(C#N)c1C | i | 2 | -8 | i | -6 | 1 | i | i | i | i | i
CC1CCCC(NC(=O)CCn2c(=O)oc3ccccc32)C1C (configuration not stated) | i | 1 | 9 | i | -8 | 3 | i | i | i | i | i
CN(C)/C=C/c1onc(-c2ccccc2Cl)c1C#N | i | 1 | 0 | i | -11 | -2 | i | i | i | i | i
COc1cccc(C2C(C#N)=C(N)Oc3cc(C)oc(=O)c32)c1OC (configuration not stated) | i | -1 | 7 | i | -5 | 5 | i | i | i | i | i
O=C(Nc1cc(Cl)ccc1N1CCOCC1)c1ccc(Br)o1 | i | -5 | -2 | i | -12 | 0 | i | i | i | i | i
CC(C)C1OC(c2cccc(NC(=O)c3cccs3)c2)OCC1(C)C (configuration not stated) | i | 2 | · | i | -17 | -4 | i | -9.5* | -8.5* | i | i
O=C1/C(=C\c2ccccn2)SC(=S)N1Nc1ncc(C(F)(F)F)cc1Cl | i | 4 | 0 | i | -9 | 2 | i | i | i | i | i
Cc1ccc(S(=O)(=O)n2cccc2CO)cc1 | i | 1 | 1 | i | -10 | -2 | i | i | i | i | i
CN1CCN(CC(O)c2ccccc2)CC1 (configuration not stated) | i | 1 | · | i | 0 | -2 | i | · | i | i | i
CSc1cccc(NC(=O)NNC(=O)C2CCN(S(=O)(=O)N(C)C)CC2)c1 | i | 10 | -2 | i | 0 | 1 | i | i | i | i | i
COCCCNC(=O)/C=C/c1ccc(OCc2c(F)cccc2Cl)cc1 | i | 1 | -1 | i | -5 | -1 | i | i | i | i | i
COc1cc(C(=S)N2CCOCC2)ccc1OC(=O)c1ccc([N+](=O)[O-])cc1[N+](=O)[O-] | i | 2 | 1 | i | 5.9* | -2 | i | i | i | i | i
Cc1ccc(NC(=S)N/N=C/c2c(C)[nH]c3ccccc23)cc1 | 6* | -1 | 5 | i | -9 | -2 | i | i | i | i | 4.9*
CC(=O)Oc1ccc2c(=O)c(-c3ccccc3)c(C)oc2c1 | i | -5 | 20 | i | -4 | 6 | i | i | i | i | i
CCC1(C)Cc2ccccc2-c2nc(NCCCO)n(-c3ccccc3)c(=O)c21 (configuration not stated) | i | -1 | 7 | i | -18 | -1 | i | i | i | i | i
Cc1oc2c(C)c3oc(=O)c(CCC(=O)N4CCC(C(=O)NCCC(=O)O)(c5ccccc5)CC4)c(C)c3cc2c1C | i | 3 | -6 | i | -8 | -1 | i | i | i | i | i
CC(C)(C)OC(=O)N[C@@H](Cc1ccccc1)C(=O)NCC1CCC(C(=O)O)CC1 (some centres not stated) | i | -3 | -8 | i | -7 | 0 | i | i | i | i | i
O=C(Nc1cc(N2CCOCC2)ncn1)c1ccccc1 | i | -1 | 21 | i | -6 | 0 | i | i | i | i | i
COc1ccc(C2(C(F)(F)F)NC(=O)N(C)C(=O)N2C)cc1 (configuration not stated) | i | 1 | -7 | i | -5 | 4 | i | i | i | i | i
COc1ccc(NC(=O)NCCCN2CCCCC2C)cc1 (configuration not stated) | i | 2 | 11 | i | -6 | 0 | i | i | i | i | i
CS(=O)(=O)N(CC(=O)NCCSCc1ccccc1)c1ccccc1Cl | i | -1 | -3 | i | -1 | -1 | i | i | i | i | i

The list goes on, overlapping the part above by two compounds.
compound | KCNQ1 inh | GSK3beta inhib | Dyrk1A ADPGlo | KCNQ1 act | hERG rescue | GSK3A inh | RGS4 pot | KCNK3 inh | KCNK9 block | PolyA inhibitor | RGS4 inh
COc1ccc(NC(=O)NCCCN2CCCCC2C)cc1 (configuration not stated) | i | 2 | 11 | i | -6 | 0 | i | i | i | i | i
CS(=O)(=O)N(CC(=O)NCCSCc1ccccc1)c1ccccc1Cl | i | -1 | -3 | i | -1 | -1 | i | i | i | i | i
O=C(CC(c1ccccc1)c1cc(Br)ccc1O)N1CCCC1 (configuration not stated) | i | 3 | 1 | i | -10 | 1 | i | i | i | i | i
O=C(NC(=S)NCCN1CCOCC1)c1ccccc1 | i | 2 | 2 | i | -8 | 2 | i | i | i | i | i
CCOC(=O)[C@@H]1[C@H]2COc3ccccc3[C@@H]2N2C(=O)N(c3cccc(Cl)c3)C(=O)[C@@]12C | i | -3 | 9 | i | -14 | 2 | i | i | -12* | i | i
CCc1noc(C)c1C(=O)Nc1ccc(C#N)cc1 | i | 3 | 12 | i | -12 | -6 | i | i | i | i | i
Cc1cccc(N2C(=O)CC(Sc3ccccc3C(=O)O)C2=O)c1 (configuration not stated) | i | 0 | -4 | i | -4 | -3 | i | i | i | i | i
COc1ccc(C(=O)Cn2c(NCCO)nc3ccccc32)cc1OC | i | 1 | -3 | i | -12 | -1 | i | i | i | i | i
Cc1cc(C)cc(C(=O)OCC(=O)NCCNC(=O)COC(=O)c2cc(C)cc(C)c2)c1 | i | 1 | -9 | i | -7 | -3 | i | i | i | i | i
Clc1cc(-c2ccc(/C=N/n3cnnc3)o2)ccc1Br | i | 0 | -1 | i | -3 | -3 | i | i | i | i | i
CCOc1ccccc1N1CCN(C(=O)NCc2ccc(Cl)cc2)CC1 | i | 1 | -2 | i | -19 | 3 | i | i | i | i | i
COCc1ccc(C(=O)N2CCCC(Nc3ccc(C(C)C)cc3)C2)s1 (configuration not stated) | i | 3 | 10 | i | -6 | -1 | i | i | i | i | i
CC1(C)CC(=O)C=C(c2cc3ccccc3s2)C1 | i | 0 | 10 | i | -6 | -2 | i | i | i | i | i
CCOc1ccc(NC(=O)c2ccccc2O)cc1 | i | -3 | 1 | i | -8 | · | i | i | i | i | i
c1ccc2c(-c3nn[nH]n3)cccc2c1 | i | 3 | -4 | i | -6 | -5 | i | i | i | i | i
O=C(COC(=O)c1ccc(F)cc1F)Nc1ncccn1 | i | 2 | -4 | i | -10 | 1 | i | i | i | i | i
Cc1ccc(C)c(NC(=O)CSc2nnc(CCNC(=O)OC(C)(C)C)o2)c1 | i | 1 | -1 | i | -7 | 5 | i | i | i | i | i
COC(=O)C(C)Sc1nc2c(cnn2-c2ccc(Cl)cc2)c(=O)[nH]1 (configuration not stated) | i | 1 | 2 | i | -2 | -1 | i | i | i | i | i

Not all compounds are listed; rates above refer to the full screens.
